CD40 NFkB inh: inhibitors of CD40-induced NF-kB signaling, primary screen, BL2 cells, luciferase reporter, single point. CD40L-induced, 4 h. inhibition, % at 10 µM. 83,000 tested, 0.94% active;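 active means mean inhibition of at least 50% with a set share of replicates also reaching that level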;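 further: 0% = neutral control wells and 100% = IKK inhibitor VII at 50 µM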
* marks the source's active call; other numbers are inactive results; & = joins results of further samples; [ ] = dose if it differs, or a comment. This is a subset; rates above refer to the full screens.

Cn1c(=O)c(C(=O)Nc2ncccn2)c(O)c2ccccc21 was read as CD40 NFkB inh -79.
CC1(NS(=O)(=O)c2ccc(Cl)s2)CCS(=O)(=O)C1 (stereo not given) was read as CD40 NFkB inh 2.
`COCCNc1nc(Oc2ccccc2)c2sccc2n1` gave CD40 NFkB inh 8.
Screening COCc1c(Br)c(C)nc(OCC(=O)N/N=C/c2ccc(C)o2)c1C#N returned CD40 NFkB inh 12.
For CC(NCC(c1ccco1)N1CCCCC1)C(=O)NC1CCCC1 (stereo not given) the results were CD40 NFkB inh 3.
`O=C(Cn1nc(C(F)(F)F)c2c1CCC2)N1CCN(c2ccccc2)CC1` gave CD40 NFkB inh 7.
COC(=O)[C@@H]1CCCN1Cc1c(C(=O)N2CCCCC2)nc2c(C)cccn12 was read as CD40 NFkB inh 8.
`CN1C(=O)c2cc(NC(=O)Cc3cccs3)ccc2OC[C@H]2O[C@H](CC(=O)NCCc3ccncc3)CC[C@@H]21` gave CD40 NFkB inh -2[25 µM].
CCCCn1c(N)c(N(CCOC)C(=O)C2CCN(C(=O)c3ccccc3C)CC2)c(=O)[nH]c1=O was read as CD40 NFkB inh 9.
For COCCNC(=O)COC(=O)c1[nH]c(C)c(C(C)=O)c1C the results were CD40 NFkB inh -7.
`CO[C@H](CN(C)S(=O)(=O)c1ccc(F)cc1)[C@H](C)CN(Cc1ccccc1Cl)[C@@H](C)CO` gave CD40 NFkB inh 13[25 µM].
Screening N#Cc1c(C(F)(F)F)cc(-c2ccco2)nc1SCc1ccncc1 returned CD40 NFkB inh 16.
Screening COc1ccc(CCNC(=O)c2ccc(Cl)cc2Cl)cc1OC returned CD40 NFkB inh 1.
For COc1ccc(-c2nc3n(c2C)Cc2ccccc2-3)cc1 the results were CD40 NFkB inh -71.
For CN1CCN(C(=O)c2ccccc2-c2ccccc2C(=O)O)CC1 the results were CD40 NFkB inh -15.
COc1cc(/C=C/C(=O)OCC(=O)NCCC2=CCCCC2)cc(OC)c1OC was read as CD40 NFkB inh -4.
For CN(CCCC(=O)Nc1nccs1)S(=O)(=O)c1ccc(Cl)cc1 the results were CD40 NFkB inh 4.
Screening O=C(c1ccccc1F)N1CC(=O)N2[C@@H](CO)[C@@H](c3ccc(C#Cc4ccc(F)cc4)cc3)[C@@H]2C1 returned CD40 NFkB inh 6.
For CCOC(=O)C1CCN(C(=O)NC23CC4CC(CC(C4)C2)C3)CC1 the results were CD40 NFkB inh 6.
For O=C(Nc1nnc(CC2=CCCCC2)s1)Nc1ccccc1F the results were CD40 NFkB inh 2.
CCCc1cc(C(=O)OC)c(NC(=O)CCCC(=O)O)s1 was read as CD40 NFkB inh 5.
Screening O=C(NC1CCCCC1)C(Cc1ccccc1)NS(=O)(=O)c1cccs1 (stereo not given) returned CD40 NFkB inh 13.
For CCCCN(Cc1cc2cccc(C)c2[nH]c1=O)S(C)(=O)=O the results were CD40 NFkB inh 5.
`Cc1ccc(N2C(=O)c3n[nH]c(C)c3C2c2cccnc2)cc1` (stereo not given) gave CD40 NFkB inh 3.
For Cc1ccc(N2CC(C(=O)Nc3nnc(C)s3)CC2=O)cc1 (stereo not given) the results were CD40 NFkB inh -3.
CC1(C)Cc2cccc(OCC(=O)Nc3ccccc3N3CCOCC3)c2O1 was read as CD40 NFkB inh 15.
Screening CCCc1cn(CC[C@@H]2CC[C@@H](NC(=O)C3CCCC3)[C@@H](CO)O2)nn1 returned CD40 NFkB inh 3.
Screening COc1cc2c(cc1OC)C(c1cc3ccccc3oc1=O)=NC(C)(C)C2 returned CD40 NFkB inh 14.
For Cc1cc(C(=O)N(C)CC(=O)Nc2cccc(F)c2)no1 the results were CD40 NFkB inh 5.
O=C(CN1CCCc2ccccc21)NC(=O)NCc1ccccc1 was read as CD40 NFkB inh -7.
`CN(C)c1ccnc2sc(C(N)=O)c(N)c12` gave CD40 NFkB inh 18.
For CCN(CC(=O)Nc1ccccc1C(F)(F)F)C(=O)c1oc2ccc(OC)cc2c1C the results were CD40 NFkB inh -62.
For COc1ccc2c3c(n(C)c2c1)[C@@H](CO)N(C(=O)Nc1ccc(F)cc1)CC31CCN(Cc2ccccn2)CC1 the results were CD40 NFkB inh 6[25 µM].
For COc1ccccc1NC(=O)Cc1noc(CSc2cccc[n+]2[O-])n1 the results were CD40 NFkB inh 5.
COc1cccc(C2CC(C(F)(F)F)n3nc(C(=O)NCc4cccnc4)cc3N2)c1 (stereo not given) was read as CD40 NFkB inh 6.
Screening O=C(OCC#CCSc1nnc(-c2cccc3ccccc23)o1)c1ccco1 returned CD40 NFkB inh -8.
Screening CCOC(=O)c1c(C)n(C)c2ccc(OCC(O)CN3CCCCCC3)cc12 (stereo not given) returned CD40 NFkB inh -2.
`COC(=O)c1ccc(C2c3c(n[nH]c3C)C(=O)N2c2ccc(C)cc2)cc1` (stereo not given) gave CD40 NFkB inh -3.
Screening CN(C)C(CNC(=O)Nc1cccc(Cl)c1)c1cccnc1 (stereo not given) returned CD40 NFkB inh 2.
For CS(=O)(=O)c1ccc(NC(=O)CCN2C(=O)NC3(CCCC3)C2=O)cc1 the results were CD40 NFkB inh 1.
Screening O=C(Cc1cccs1)NC1CCCC1 returned CD40 NFkB inh -2.
For O=C(C[C@@H]1CC[C@@H]2[C@H](COC[C@H](O)CN2C(=O)Cc2ccccc2)O1)NC1Cc2ccccc2C1 the results were CD40 NFkB inh 8[25 µM].
`COc1cccc(OC)c1OCCNC(C)(C)C` gave CD40 NFkB inh -1.
`O=C(N=C1SC2CS(=O)(=O)CC2N1Cc1ccccc1)C1CC1` (stereo not given) gave CD40 NFkB inh 2.
For CC(OC(=O)CN1C(=O)NC2(CCCCC2C)C1=O)c1ccccc1 (stereo not given) the results were CD40 NFkB inh 6.
For CN1C(=O)c2cc(NC(=O)C3CC3)ccc2OC[C@@H]2O[C@H](CC(=O)NCc3ccccc3F)CC[C@H]21 the results were CD40 NFkB inh -1.
Screening COc1cccc(C(=O)c2c[nH]c(C(=O)NCc3cccnc3)c2)c1 returned CD40 NFkB inh -4.
O=C(NNc1c(F)c(F)cc(F)c1F)C1CCN(S(=O)(=O)c2ccccc2F)CC1 was read as CD40 NFkB inh -9.
O=C(C[C@@H]1CC[C@H]2[C@@H](COC[C@H](O)CN2C(=O)c2ccncc2)O1)Nc1ccc(-c2ccccc2)cc1 was read as CD40 NFkB inh -12[25 µM].
`CC(=O)c1cccc(Nc2nc3ccccc3n3cnnc23)c1` gave CD40 NFkB inh -75.
Screening COc1nnc(-c2ccc(N3CCOCC3)c(NC(=O)c3ccccc3)c2)c2ccccc12 returned CD40 NFkB inh 20.
Screening O=C(Nc1ccc(F)cc1F)N1CCCN(CCOc2ccccc2)CC1 returned CD40 NFkB inh 4.
`CC=Cc1ccc2n(c1=O)C[C@@H]1[C@@H](CO)[C@H](C(=O)NCc3ccc4c(c3)OCO4)[C@H]2N1C(=O)COC` (mixture of isomers) gave CD40 NFkB inh -1[25 µM].
`C[C@@H]1CN([C@@H](C)CO)C(=O)c2ccccc2-c2ccccc2CO[C@@H]1CN(C)CC1CC1` gave CD40 NFkB inh -11[25 µM].
For C/C(Cn1nnc2ccccc21)=N/OC(=O)c1c(F)cccc1F the results were CD40 NFkB inh 4.
For O=C(Nc1nc(-c2ccc(-c3ccccc3)cc2)cs1)c1cnccn1 the results were CD40 NFkB inh -13.
For CC(c1ccccc1)C1OCC(C[N+]2(C)CCCCC2)O1 (stereo not given) the results were CD40 NFkB inh -8.
Screening O=C(NCc1ccccc1)c1n[nH]nc1-c1ccccc1O returned CD40 NFkB inh -37.
Screening COc1ccc(CNCCC(c2ccccc2)c2ccc3c(c2)OCO3)cc1 (stereo not given) returned CD40 NFkB inh 28.
For CC(=O)c1ccc(Nc2nc(-c3cccnc3)cs2)cc1 the results were CD40 NFkB inh -47.
CCOC(=O)N1CCC(N2C(=O)c3cc(C(=O)NC4CCCCC4)ccc3C2O)CC1 (stereo not given) was read as CD40 NFkB inh 3.
For O=C(Cc1cccnc1)N1CC2(C1)[C@H](c1ccccc1)[C@@H](CO)N2C(=O)C1CCOCC1 the results were CD40 NFkB inh -13[25 µM].
For COc1ccccc1-c1ccc([C@@H]2[C@@H](CO)N3CCCCN(C(=O)c4cccnc4)C[C@H]23)cc1 the results were CD40 NFkB inh 11[25 µM].
`CCN(CC)C(=O)Oc1ccc(OC(=O)N(CC)CC)cc1` gave CD40 NFkB inh 3.
For CCSc1nnc2nc(C)cc(C)n12 the results were CD40 NFkB inh 15.
`CN(C)C(=O)c1cccc(-c2ccc3c(c2)[C@H]2[C@H](CCN2C(=O)C2CC2)[C@@H](CO)N3)c1` gave CD40 NFkB inh -11.
CCC(=O)OCC(=O)Nc1ccc(OC)cc1[N+](=O)[O-] was read as CD40 NFkB inh 2.
Screening O=C(Cc1c2ccccc2nc2ccccc12)c1ccccc1 returned CD40 NFkB inh 1.
`N#C[C@@H]1[C@@H](c2ccc(C#Cc3cccnc3)cc2)[C@@H](CO)N1C(=O)C1CCCC1` gave CD40 NFkB inh -5.
For CC(C)CN1C(=O)C(=O)N(CC(=O)N(C)CC(=O)Nc2ccc(F)cc2)C1=O the results were CD40 NFkB inh 0.
For COc1ccc(-c2ccccc2[C@@H]2[C@H](C#N)N(C(=O)c3cccnc3)[C@H]2CO)cc1 the results were CD40 NFkB inh -11[25 µM].
`O=C(NNC(=O)c1ccccc1Br)c1ccc(SCC2CCCO2)c([N+](=O)[O-])c1` (stereo not given) gave CD40 NFkB inh 10.
CC(C)(C)c1csc(N/N=C/c2cccnc2)n1 was read as CD40 NFkB inh -103.
For O=C1C2CCCN2C(=S)N1c1cc(Cl)ccc1Cl (stereo not given) the results were CD40 NFkB inh 3.
For c1cnn(-c2cc(N3CCOCC3)ncn2)c1 the results were CD40 NFkB inh -19.
`CCCCCN(C(=O)CCC(=O)OC(C)C(=O)NCc1ccccc1)c1c(N)n(CCCC)c(=O)[nH]c1=O` (stereo not given) gave CD40 NFkB inh 5.
`O=S(=O)(c1cc(F)ccc1F)N1CCC2(CC1)OCCN2S(=O)(=O)c1cccs1` gave CD40 NFkB inh 3.
For N#Cc1ccsc1NC(=O)c1cccc(-n2cnnn2)c1 the results were CD40 NFkB inh 8.
For O=C(CSc1ccc(Cl)cc1)NCc1ccco1 the results were CD40 NFkB inh -20.
`CC(=O)Oc1ccccc1C(=O)C=Cc1cccc([N+](=O)[O-])c1` gave CD40 NFkB inh 89*.
Screening Cc1ccc(S(=O)(=O)N2[C@@H]3CNC[C@H]2C3c2ccc(/C=C/c3ccccc3)cc2)cc1 (stereo not given in full) returned CD40 NFkB inh -15&-1[25 µM].
O=C(NCCc1ccccc1)C1CCN(S(=O)(=O)c2cccs2)CC1 was read as CD40 NFkB inh -11.
`CO[C@H]1CN(C)C(=O)c2ccc(NC(=O)C3CCC3)cc2OC[C@H](C)N(Cc2cccnc2)C[C@@H]1C` gave CD40 NFkB inh 2.
Screening Cn1c(N)c(C(=O)COC(=O)Cc2ccc(Br)cc2)c(=O)n(C)c1=O returned CD40 NFkB inh 9.
`O=S(=O)(NC1CCCCCC1)c1ccc(Br)s1` gave CD40 NFkB inh 9.
`CN1C(=O)c2cc(NC(=O)C3CCCCC3)ccc2OC[C@@H]2O[C@H](CC(=O)NC3CCCC3)CC[C@@H]21` gave CD40 NFkB inh 3.
Screening CCOc1ccc2nc(NCCNC(=S)NCCCN(C)C)c(C#N)cc2c1 returned CD40 NFkB inh -3.
Screening C[C@@H]1CCCCO[C@H](CN(C)S(C)(=O)=O)[C@@H](C)CN([C@@H](C)CO)C(=O)c2cc(NC(=O)NC3CCCCC3)ccc2O1 returned CD40 NFkB inh -19[25 µM].
For COC(=O)CCc1nc2ccccc2nc1OC the results were CD40 NFkB inh 1.
For O=C(NCCc1ccccc1)c1c(O)c2cccc3c2n(c1=O)CC3 the results were CD40 NFkB inh 5.
`O=C(CSc1ccc(Cl)cc1)Nc1ccc(N2CCN(C(=O)c3ccc(Cl)cc3)CC2)cc1` gave CD40 NFkB inh 11.
`O=C(c1ccccc1)c1ccccc1C(=O)N1CCN(C(=O)c2ccccc2)CC1` gave CD40 NFkB inh -28.
Screening CCn1cc(C(=O)N2CCN(c3ccccn3)CC2)c(=O)c2cc(S(=O)(=O)N(C)C3CCCCC3)ccc21 returned CD40 NFkB inh -3.
For O=C(CN1CCN(C(=O)C2CC2)CC1)Nc1ccc(Cl)cc1F the results were CD40 NFkB inh 12.
`Nc1nc2c(cnn2CCc2ccccc2)c2nc(-c3ccco3)nn12` gave CD40 NFkB inh 18[25 µM].
Nc1nnn(CC(=O)N/N=C/c2ccco2)n1 was read as CD40 NFkB inh -3.
